WRN inhibitor: qHTS for Inhibitors of WRN Helicase; Bifunctional 3'-5' exonuclease/ATP-dependent helicase WRN (Homo sapiens), Q14191; WRN helicase unwinding, fluorescent forked duplex, kinetic; Potency, µM (highest dose often 114 µM), without a hit: at the top dose activity change, negative = inhibition, usual class: inhibitors; 360,000 tested, 0.46% active; also: potency is read from the fitted curve at half-maximal effect; % is scaled to controls: 0 for no effect and ±100 for the full control effect; nearly all actives have a fitted effect of over 55% in size
Target sequence (Q14191 whole entry, looked up): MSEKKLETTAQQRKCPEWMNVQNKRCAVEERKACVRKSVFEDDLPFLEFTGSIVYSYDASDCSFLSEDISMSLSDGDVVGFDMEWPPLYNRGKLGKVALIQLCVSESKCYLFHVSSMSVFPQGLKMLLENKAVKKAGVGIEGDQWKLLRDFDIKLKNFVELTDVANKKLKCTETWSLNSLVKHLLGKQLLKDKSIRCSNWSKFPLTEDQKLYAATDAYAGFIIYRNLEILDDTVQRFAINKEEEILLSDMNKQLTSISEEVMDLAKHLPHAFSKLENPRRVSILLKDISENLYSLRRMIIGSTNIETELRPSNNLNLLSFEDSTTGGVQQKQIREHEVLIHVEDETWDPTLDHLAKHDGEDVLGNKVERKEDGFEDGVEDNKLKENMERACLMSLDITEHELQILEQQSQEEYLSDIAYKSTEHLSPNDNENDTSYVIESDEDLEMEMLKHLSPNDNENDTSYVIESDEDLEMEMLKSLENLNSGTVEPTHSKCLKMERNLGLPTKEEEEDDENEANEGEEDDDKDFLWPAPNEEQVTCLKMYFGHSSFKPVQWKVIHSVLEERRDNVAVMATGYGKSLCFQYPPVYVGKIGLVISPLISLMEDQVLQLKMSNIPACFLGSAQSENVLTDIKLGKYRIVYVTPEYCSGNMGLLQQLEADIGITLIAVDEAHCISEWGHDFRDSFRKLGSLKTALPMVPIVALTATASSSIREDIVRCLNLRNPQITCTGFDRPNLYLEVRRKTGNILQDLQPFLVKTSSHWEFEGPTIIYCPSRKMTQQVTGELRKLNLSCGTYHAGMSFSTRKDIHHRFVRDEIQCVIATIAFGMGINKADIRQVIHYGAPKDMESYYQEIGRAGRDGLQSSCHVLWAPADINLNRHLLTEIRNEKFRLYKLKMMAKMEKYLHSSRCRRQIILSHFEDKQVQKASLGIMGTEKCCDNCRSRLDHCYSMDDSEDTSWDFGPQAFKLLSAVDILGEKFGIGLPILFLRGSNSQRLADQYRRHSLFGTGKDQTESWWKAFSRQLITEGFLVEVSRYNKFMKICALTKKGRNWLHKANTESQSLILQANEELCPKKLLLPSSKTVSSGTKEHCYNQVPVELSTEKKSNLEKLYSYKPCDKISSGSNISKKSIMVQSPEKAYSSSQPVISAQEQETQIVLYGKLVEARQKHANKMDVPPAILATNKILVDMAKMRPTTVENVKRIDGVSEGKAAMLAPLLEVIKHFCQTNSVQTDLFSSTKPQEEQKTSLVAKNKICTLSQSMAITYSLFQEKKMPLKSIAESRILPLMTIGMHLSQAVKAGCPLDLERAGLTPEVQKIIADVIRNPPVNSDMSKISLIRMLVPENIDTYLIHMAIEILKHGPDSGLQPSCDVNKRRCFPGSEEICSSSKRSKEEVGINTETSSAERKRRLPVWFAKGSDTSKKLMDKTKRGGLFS
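Fluorescence dequenching readout, ex 525 nm/em 598 nm, kinetic mode: forked duplex DNA (100 nM final) with adjacent fluorophore and quencher unwound by WRN (20 nM final) with 2 mM ATP. Compound preincubation 15 min, room temperature.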
HT1080 IDH1KD tx: qHTS for induction of synthetic lethality in tumor cells producing 2HG: qHTS for the HT-1080-IDH1KD cell line | HT-1080 IDH1 knockdown viability, ATP luminescence, 48 h | Potency, µM (series often up to 46.1 µM), for the others: top-dose activity, negative = toxicity, usual class: cytotoxic | 360,000 tested, 2% active;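 also: potency is read from the fitted curve at half-maximal effect; 0% = DMSO wells and -100% = cell-free medium wells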
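Knockdown cells (IDH1KD HT-1080) received compounds 2 h after plating at 750 cells/well and were kept 48 h at 37 °C in 5% FBS RPMI. A CellTiter-Glo luminescence read gave % activity for curve fitting.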
MCF10A rerep: A quantitative high throughput screen for small molecules that induce DNA re-replication in MCF 10a normal breast cells; MCF 10A DNA re-replication, Hoechst nuclear intensity, 48 h; Potency, µM (doses to about 46.1 µM), for inactives: top-dose activity, positive = re-replication, most hits filed as activators; 350,000 tested, 2.9% active; AID 624296, 2012; also: potency is read from the fitted curve at half-maximal effect; % of control where 0% means no effect; nearly all actives have a fitted effect of over 50% in size
HT1080NT lethal: qHTS for induction of synthetic lethality in tumor cells producing 2HG: qHTS for the HT-1080-NT fibrosarcoma cell line. 360,000 tested, 1.6% active. AID 686970, 2013. HT-1080-NT fibrosarcoma viability, CellTiter-Glo ATP luminescence, 48 h. Potency, µM (top dose mostly 46.1 µM), for inactives: at the top dose activity, negative = less viability, hits mostly cytotoxic;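 also: NT is the 2HG producing partner of a matched IDH1 knockdown line; potency is read from the fitted curve at half-maximal effect; 0% = DMSO-treated cells and -100% = media-only wells without cells; nearly all actives have a fitted effect of over 55% in size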
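A 48-hour cytotoxicity screen used HT-1080-NT cells plated 2 hours before compound delivery. ATP-based CellTiter-Glo luminescence measured viability, normalized to DMSO and no-cell controls.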
SW480 rerep: A quantitative high throughput screen for small molecules that induce DNA re-replication in SW480 colon adenocarcinoma cells; SW480 DNA re-replication, Hoechst DNA content imaging, 48 h; 340,000 tested, 1.8% active; Potency, µM (titrated, usually from 46.1 µM), for the others: top-dose re-replication activation, most hits filed as activators; AID 624297, 2012; also: potency is read from the fitted curve at half-maximal effect; % of control where 0% means no effect; nearly all actives have a fitted effect of over 55% in size
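Image-based DNA-content assay: after two days of treatment, nuclei were labelled with the DNA dye Hoechst and imaged, and hits were compounds raising the count of nuclei showing high fluorescence intensity.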
KB-V1 cytotox: qHTS assay for MDR1-selective chemotherapeutics: Primary screen using the drug-selected MDR subline cells KB-V1; KB-V1 MDR cells viability, CellTiter-Glo, 72 h; Potency, µM (titrated, usually from 46.1 µM), for inactives: top-dose activity change, negative = cytotoxicity, actives largely listed as cytotoxic; 400,000 tested, 3.4% active; also: potency is read from the fitted curve at half-maximal effect; % is scaled to controls: 0 for no effect and ±100 for the full control effect; nearly all actives have a fitted effect of over 60% in size
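In this primary screen, KB-V1 cells overexpressing P-gp are incubated with library compounds (lowest to highest concentration) for 72 h at 37 degrees C before a luminescent ATP viability read.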
ATXN2 expr inh: Primary qHTS for Inhibitors of ATXN expression; 360,000 tested, 0.72% active; Potency, µM (top dose mostly 57 µM), for the others: at the top dose activity change, negative = inhibition, actives largely listed as inhibitors; HEK-293 ATXN2-luciferase reporter, luminescence, 24 h; also: potency is read from the fitted curve at half-maximal effect; % is scaled to controls: 0 for no effect and ±100 for the full control effect; nearly all actives have a fitted effect of over 55% in size
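ATXN2-luciferase reporter cells (luciferase flanked by upstream and downstream ATXN2 gene portions) were treated 24 h at 37 °C with compounds at up to 57 uM. SteadyGlo luminescence gave expression; GF-AFC fluorescence gave viability.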
IL1B secr inh: qHTS for Inhibitors of Inflammasome Signaling: IL-1-beta AlphaLISA Primary Screen. THP-1 LPS/ATP IL-1B secretion, AlphaLISA, 16 h; hits give low values. activity change, % at 57.5 µM. 360,000 tested, 4.7% active; in the data active = activity change below about -50%; inconclusive = mostly about -30% to -49%; also: % is scaled to controls: 0 for no effect and ±100 for the full control effect
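THP-1 cells pretreated 1 hr with compounds (up to 57.5 uM final), then stimulated with LPS (250 ng/mL final) plus ATP (1.25 mM final); secreted IL-1B measured by AlphaLISA after 16 hr, decreased signal indicating inhibition.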
KB-3-1 cytotox: qHTS assay for MDR1-selective chemotherapeutics: Primary screen using the parental adenocarcinoma cell KB-3-1. KB-3-1 viability, CellTiter-Glo ATP luminescence, 72 h. Potency, µM (highest dose often 46.1 µM), for the others: top-dose activity change, negative = cytotoxic, usual class: cytotoxic. 400,000 tested, 1.4% active. AID 1347075, 2019; also: potency is read from the fitted curve at half-maximal effect; % is scaled to controls: 0 for no effect and ±100 for the full control effect; nearly all actives have a fitted effect of over 60% in size
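Luminescent ATP read-out (CellTiter-Glo) measures survival of drug-naive KB-3-1 cells after 72 h compound exposure at 37 °C. Titration series was screened from lowest to highest concentration, with DMSO vehicle plates as background controls.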
Starred values were filed as active, the others as inactive; ? = inconclusive; / = no result given; [ ] = remark or other dose. Unless noted, calls follow the shape of the dose curve; as a rule, active = well fitted curve in the direction sought with a large enough effect; inconclusive = small, poorly fitted or top-dose-only effect, or another doubt; inactive = no such curve, though single readings can be large; an effect the other way counts as inactive or inconclusive. Compounds as they come. About 12% of those tested had a hit in this group.

SMILES	WRN inhibitor	HT1080 IDH1KD tx	MCF10A rerep	HT1080NT lethal	SW480 rerep	KB-V1 cytotox	ATXN2 expr inh	IL1B secr inh	KB-3-1 cytotox
O=S(=O)([N-]c1nc2ccccc2nc1-[n+]1ccccc1)c1ccc(F)cc1	7%	8%	0%	20%	0%	-7%	-12%	3	2%
Cc1onc(-c2cccc(Cl)c2Cl)c1C(=O)O/N=C(\N)c1ccc([N+](=O)[O-])o1	1%	?	?	-26%	-12%	-22%	-33%	/	3%
Cc1ccc(-c2nc(=O)[nH]c3ccc(Br)cc23)cc1	-17%	-24%	16%	?	12%	-14%	-2%	-15	10%
COc1ccc(C(=O)NNC(=O)CNC(=O)C2CCCCC2)cc1	18%	3%	-11%	-6%	-6%	-12%	-9%	24	4%
CC(C)C(=O)N1CCCC1(C)C(=O)NCc1ccccn1 (configuration not stated)	8%[57.1 µM]	29%	/	2%	/	0%	2%	49	11%
COC(=O)c1ccc(-n2nnnc2SC)cc1	-2%	4%	2%	4%	-8%	-16%	2%	-7	-5%
Cc1ccnc(NC(=O)CNC(=O)c2ccccc2Br)c1	5%	-1%	4%	-3%	-7%	-25%	11%	8	-3%
O=C(OCc1nnc(-c2ccc([N+](=O)[O-])cc2)o1)C1CCN(C(=O)c2ccc(F)cc2)CC1	0%	12%	8%	11%	-1%	-17%	9%	1	12%
O=c1oc2ccccc2c(O)c1/C=C1\C=Nc2ccccc21	-31%	26µM*	?	?	?	?	-10%	-108*	?
CCOC(=O)Cc1csc(NC(=O)c2cc(C)c(C)s2)n1	6%	7%	0%	27%	-1%	18µM*	17%	-9	?
Cc1ccc(S(=O)(=O)N2[C@@H](c3ccc(Br)cc3)C(C(=O)O)=CC[C@H]2c2ccc3c(c2)OCO3)cc1	-3%	-16%	-53%[inhibitor]	0%	-20%	0%	-8%	-7	0%
Fc1ccc(-n2cc(CNCCc3ccncc3)c(-c3ccccc3Cl)n2)cc1	1%	5%	2%	-2%	1%	-26%	-4%	-3	0%
Cc1nc2ccccn2c1C(=O)/C=C/c1cccc([N+](=O)[O-])c1	-5%	0%	?	-1%	4.1µM*	?	2%	-75*	2.6µM*
CC(C)(C)OC(=O)N1CCC(C(=O)Nc2cccc(C(=O)NCCCCc3ccccc3)c2)CC1	-4%	-2%	-6%	2%	-5%	0%	-9%	25	0%
Nc1c(C(=O)NCc2ccco2)nnn1CC(=O)Nc1ccccc1	-9%	-2%	?	0%	-4%	-5%	4%	25	2%
S=C(NCc1ccccc1)N/N=C/c1cccs1	-3%	0%	1%	8%	-2%	-5%	/	-1	0%
C[C@@H]1CN([C@@H](C)CO)C(=O)c2cc(Br)cnc2O[C@H]1CN(C)C(=O)Nc1ccccc1	6%	2%	/	-6%	/	9%	6%	-25	-5%
Cc1ncc([N+](=O)[O-])n1CC(=O)Nc1ccccc1	1%	8%	3%	8%	1%	2%	/	10	2%
CC(=O)c1c(C(=O)O)[nH]c(C(=O)O)c1C	6%[57.1 µM]	?	0%	15%	-7%	9%	-12%	0	14%
CC1CCCCC1NC(=O)c1nn(C)c2c1CS(=O)(=O)c1ccccc1-2 (configuration not stated)	4%	-7%	11%	1%	8%	0%	-11%	12	17%
C=CCn1c(Sc2ncc([N+](=O)[O-])s2)n[nH]c1=O	-35%	5.2µM*	29%	5.8µM*	-5%	0%	?	-103*	?
O=C(C(=O)N1CCN(c2ccccc2)CC1)c1c[nH]c2ccccc12	-3%	1%	1%	-2%	0%	-28%	-18%	-18	-5%
CCOCCCNc1nc2nc3ccc(C)cn3c(=O)c2cc1C(=O)NCC1CCCO1 (configuration not stated)	7%	8%	10µM*	24%	9.2µM*	-6%	-2%	0	-1%
COc1cccc(OC)c1NC(=O)c1ccc(-c2cc(Cl)ccc2Cl)o1	-2%[57.1 µM]	?	/	?	/	?	?	-58*	-2%

Profiles, looked up by structure. Screens in order: WRN inhibitor	HT1080 IDH1KD tx	MCF10A rerep	HT1080NT lethal	SW480 rerep	KB-V1 cytotox	ATXN2 expr inh	IL1B secr inh	KB-3-1 cytotox
`Fc1ccc(-n2cc(CNCCc3ccncc3)c(-c3ccccc3Cl)n2)cc1` is entered as 1%	5%	2%	-2%	1%	-26%	-4%	-3	0%
`CC1CCCCC1NC(=O)c1nn(C)c2c1CS(=O)(=O)c1ccccc1-2` (configuration not stated) is entered as 4%	-7%	11%	1%	8%	0%	-11%	12	17%
`O=C(OCc1nnc(-c2ccc([N+](=O)[O-])cc2)o1)C1CCN(C(=O)c2ccc(F)cc2)CC1` is entered as 0%	12%	8%	11%	-1%	-17%	9%	1	12%

More results
SMILES	WRN inhibitor	HT1080 IDH1KD tx	MCF10A rerep	HT1080NT lethal	SW480 rerep	KB-V1 cytotox	ATXN2 expr inh	IL1B secr inh	KB-3-1 cytotox
[O-][n+]1cccc(C(O)c2ccccc2)c1 (configuration not stated)	-2%	18%	2%	9%	?	-2%	3%	29	-1%
COc1ccc(-c2noc(CN(C(=O)c3c(-c4ccccc4Cl)noc3C)C(C)C)n2)cc1	-30%	-12%	?	0%	1%	0%	-20%	-5	-31%
CCOC(=O)C1(S(=O)(=O)c2ccc(Cl)cc2)CCN(Cc2ccc(Cl)cc2)CC1	2%	-29%	20%	-28%	?	8.2µM*	-10%	-29	?
O=C(NC1CCCCCC1)C1c2ccccc2C(=O)N1Cc1cccnc1 (configuration not stated)	9%	3%	-2%	11%	0%	12µM*	-9%	0	-7%
CC(=O)Nc1cc2c(cc1Cl)-c1ccccc1C2O (configuration not stated)	-1%	-27%	6%	1%	2%	-5%	12%	-6	-11%
O=C(CN1CCN(C(=O)c2ccco2)CC1)Nc1ccc(Cl)c(S(=O)(=O)N2CCOCC2)c1	6%	3%	-3%	8%	3%	-11%	/	25	-5%
CCN1C(=O)[C@H]2[C@@H](c3ccc(OC)cc3)N[C@]3(CCCN(Cc4ccco4)C3=O)[C@H]2C1=O	12%	9%	/	7%	/	12%	-3%	-14	9%
O=C(CCNS(=O)(=O)c1ccc(Br)cc1)NCCc1ccccc1	0%	-2%	-7%	7%	-12%	-21%	-23%	6	-22%
COc1ccc(S(=O)(=O)NCC(=O)N(CC(=O)NCC2CCCO2)Cc2ccccc2)cc1 (configuration not stated)	-1%	2%	-3%	1%	-10%	1%	-3%	14	9%
COc1ccccc1S(=O)(=O)Cc1ccc(C(=O)N2CCOCC2)o1	1%	0%	1%	0%	2%	-16%	1%	3	-5%
COc1ccc(OCc2nnc(SCC(=O)Nc3ccc(C)cc3)o2)cc1	6%	15%	-16%	-2%	-6%	8%	3%	0	9%
CC(OC(=O)c1ccccc1O)C(=O)Nc1ccc(Cl)cn1 (configuration not stated)	-5%	-29%	-3%	-18%	?	-16%	?	-7	-1%
COc1ccc(NC(=O)C(c2ccccn2)N(C(C)=O)c2ccc(C)cc2)cc1 (configuration not stated)	14%	-24%	2%	-1%	-160%[inhibitor]	18µM*	18%	17	6%
COc1ccc2c(c1)-c1c(sn(-c3ccccc3)c1=S)C(C)(C)N2	-12%	?	?	?	1%	?	0%	-20	?
Cn1nc(-c2ccccc2)cc1NC(=O)Nc1ccc(F)cc1	-5%	-17%	13%	-4%	14%	0%	-20%	-7	-15%
O=C(NNC(=O)C1CC1)c1cccc([N+](=O)[O-])c1	2%	9%	-1%	10%	-2%	?	-5%	9	12%
CC1Cc2cccc3c(O)c(C(=O)c4nn[nH]n4)c(=O)n1c23 (configuration not stated)	0%	6%	7%	15%	-8%	17%	-14%	10	-1%
CCC(=O)N(Cc1ccc(C)cc1)Cc1cc2cc3c(cc2[nH]c1=O)OCO3	-11%	-15%	-5%	5%	-6%	12µM*	-8%	0	1%
CCOc1ccccc1NC(=O)NC1Cc2ccccc2C1	-3%	19%	0%	18%	3%	?	/	-6	-1%
CCOC(=O)Cc1csc(NC(=O)C(C)(C)C)n1	0%	3%	0%	1%	-4%	-15%	19%	9	3%
O=C1/C(=C/c2ccc(O)cc2)CCc2ccc([N+](=O)[O-])cc21	-3%	7%	-1%	11%	-8%	-5%	-2%	?	17%
CC(C)(C)C(=O)CN1C2=NCCCN2c2ccccc21	-1%	9%	41%	6%	-4%	0%	-22%	-7	11%

Looked up above:
Cn1nc(-c2ccccc2)cc1NC(=O)Nc1ccc(F)cc1 in KB-V1 cytotox has 0%
CCOC(=O)Cc1csc(NC(=O)C(C)(C)C)n1 in IL1B secr inh has 9
CC(OC(=O)c1ccccc1O)C(=O)Nc1ccc(Cl)cn1 (configuration not stated) in WRN inhibitor has -5%
C=CCn1c(Sc2ncc([N+](=O)[O-])s2)n[nH]c1=O in IL1B secr inh has -103*
CCOCCCNc1nc2nc3ccc(C)cn3c(=O)c2cc1C(=O)NCC1CCCO1 (configuration not stated) in HT1080 IDH1KD tx has 8%
Cc1onc(-c2cccc(Cl)c2Cl)c1C(=O)O/N=C(\N)c1ccc([N+](=O)[O-])o1 in HT1080NT lethal has -26%
COc1ccccc1S(=O)(=O)Cc1ccc(C(=O)N2CCOCC2)o1 in ATXN2 expr inh has 1%
